TDP-43 yeast inh: inhibitors of TDP-43 toxicity in yeast | TDP-43 expressing yeast growth rescue, BacTiter-Glo, 24 h | Potency, µM (series often up to 46.1 µM), inactives show top-dose growth rescue (activation), usual class: activators | 410,000 tested, 1.8% active | AID 652104; further: % of control where 0% means no effect; nearly all actives have a fitted effect of over 50% in size
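Yeast expressing TDP-43 (pregrown in raffinose, seeded at OD600=0.02 in galactose medium) exposed to compounds 24 hr at 30 deg C. Growth read by BacTiter-Glo luminescence; rescue of toxicity appears as increased signal.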
HEK293 tox: cytotoxicity in counter-screen for GLP-1R inverse agonists. HEK293 cAMP-luciferase reporter cells, luminescence, 24 h. Potency, µM (highest dose often 38.3 µM), inactives show top-dose activity change, negative = inhibition, actives largely listed as inhibitors. 410,000 tested, 0.13% active;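 further: loss of luciferase light is scored as toxicity; on the % scale 0 is the no-effect control and ±100 the full control effect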
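A 23 nL compound transfer followed 12 hours of cell culture at 37 deg C; exposure then lasted 24 hr. Luciferase assay detection reagent was dispensed and plates read for luminescence after a 12 min room-temperature wait.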
HT1080NT lethal: kills 2HG-producing HT-1080-NT fibrosarcoma cells; HT-1080-NT fibrosarcoma viability, CellTiter-Glo ATP luminescence, 48 h; Potency, µM (doses to about 46.1 µM), without a hit: top-dose activity, negative = less viability, usual class: cytotoxic; 360,000 tested, 1.6% active;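 further: NT is the 2HG producing partner of a matched IDH1 knockdown line; 0% = DMSO-treated cells and -100% = media-only wells without cells; nearly all actives have a fitted effect of over 55% in size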
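Fibrosarcoma NT cells, 750 per well in 5% FBS RPMI, were exposed to compound for 48 hours. Viability: CellTiter-Glo luminescence.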
SW480 rerep: DNA re-replication induction in SW480 cells; SW480 DNA re-replication, Hoechst DNA content imaging, 48 h; Potency, µM (titrated, usually from 46.1 µM), without a hit: at the top dose re-replication activation, most hits filed as activators; 340,000 tested, 1.8% active; AID 624297; further: % of control where 0% means no effect; nearly all actives have a fitted effect of over 55% in size
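Image-based read-out: total Hoechst fluorescence of nuclei (405 nm excitation, 500-530 nm emission), with hits raising the fraction of high-intensity nuclei. SW480 colon cells incubated 48 hr with compounds at 37 C.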
HT1080 IDH1KD tx: HT-1080 IDH1 knockdown cell toxicity (counter line) | AID 686971 | HT-1080 IDH1 knockdown viability, ATP luminescence, 48 h | Potency, µM (top dose mostly 46.1 µM), for inactives: at the highest dose activity, negative = toxicity, usual class: cytotoxic | 360,000 tested, 2% active;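 further: 0% = DMSO wells and -100% = cell-free medium wells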
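Assay cells: HT-1080 with IDH1 knockdown, 750 per well, RPMI/5% FBS. Exposure: 48 h at 37 °C following 2 h pre-incubation. Read: CellTiter-Glo luminescence; fitted concentration-response, curve class assigned.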
KB-V1 cytotox: KB-V1 MDR subline cytotoxicity. 400,000 tested, 3.4% active. KB-V1 MDR cells viability, CellTiter-Glo, 72 h. Potency, µM (series often up to 46.1 µM), for inactives: top-dose activity change, negative = cytotoxicity, hits mostly cytotoxic; further: on the % scale 0 is the no-effect control and ±100 the full control effect; nearly all actives have a fitted effect of over 60% in size
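Cytotoxicity via CellTiter-Glo luminescence after 72 h compound exposure at 37 degrees C. Cells: drug-selected KB-V1 line, DMEM phenol-red free plus 10% FBS. Compounds tested at multiple concentrations; normalized data fitted to concentration-effect curves.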
KB-3-1 tox: kills parental KB-3-1 adenocarcinoma cells; KB-3-1 viability, CellTiter-Glo ATP luminescence, 72 h; Potency, µM (top dose mostly 46.1 µM), without a hit: at the top dose activity change, negative = cytotoxic, usual class: cytotoxic; 400,000 tested, 1.4% active; further: on the % scale 0 is the no-effect control and ±100 the full control effect; nearly all actives have a fitted effect of over 60% in size
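Using CellTiter-Glo luminescence, growth of non-resistant KB-3-1 adenocarcinoma cells is assessed 72 h after pin-tool compound addition at 37 °C. Normalized responses across the concentration series yield fitted curves.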
GLP1R inv ag: inverse agonists of human GLP-1 receptor; AID 624417; HEK293 GLP-1R CRE-luciferase, luminescence, 24 h; GLP-1R form is constitutively active; Potency, µM (series often up to 38.3 µM), for inactives: at the top dose activity change, negative = inhibition, usual class: inhibitors; P43220; 410,000 tested, 1.6% active; further: on the % scale 0 is the no-effect control and ±100 the full control effect; nearly all actives have a fitted effect of over 55% in size
Target sequence (P43220 whole entry, looked up): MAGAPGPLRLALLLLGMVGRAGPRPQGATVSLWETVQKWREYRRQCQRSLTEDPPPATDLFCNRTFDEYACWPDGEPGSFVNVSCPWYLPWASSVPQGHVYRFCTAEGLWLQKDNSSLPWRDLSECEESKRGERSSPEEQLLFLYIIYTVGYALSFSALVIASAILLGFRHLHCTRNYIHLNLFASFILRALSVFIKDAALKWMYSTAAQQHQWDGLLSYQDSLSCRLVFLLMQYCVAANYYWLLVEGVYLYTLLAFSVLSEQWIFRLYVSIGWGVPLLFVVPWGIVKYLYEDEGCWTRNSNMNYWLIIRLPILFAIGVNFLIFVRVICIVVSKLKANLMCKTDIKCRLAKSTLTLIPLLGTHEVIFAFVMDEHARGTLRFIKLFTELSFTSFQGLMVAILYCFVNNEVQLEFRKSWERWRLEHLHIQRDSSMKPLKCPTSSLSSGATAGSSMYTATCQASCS
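HEK293 cells stably co-expressing constitutively active GLP-1R and a cAMP-responsive luciferase reporter were seeded in DMEM with 10% Nu serum, given compounds after 12 h, and incubated 24 h at 37 deg C. Luminescence was then read.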
GLP-1R agonist: GLP-1 receptor (human) agonism | P43220 | HEK293 GLP-1R CRE-luciferase, luminescence, 4-6 h; cells express a hypersensitive GLP-1R form | 380,000 tested, 0.007% active | Potency, µM (doses to about 45.6 µM), for the others: top-dose activation, hits mostly activators; further: % of control where 0% means no effect
Active calls of the source: *; u = inconclusive; x = no result given; & = joins results of further samples; ! = a repeat was not active; [ ] = dose if it differs, or a comment. The call rests on the fitted dose curve; in most records, active means well fitted curve in the direction sought with a large enough effect; inconclusive means small, poorly fitted or top-dose-only effect, or another doubt; inactive means no such curve, though single readings can be large; an effect the other way counts as inactive or inconclusive. Potency means the concentration at half of the fitted maximal effect. An excerpt; count on the stated rates, not on these rows.

SMILES	TDP-43 yeast inh	HEK293 tox	HT1080NT lethal	SW480 rerep	HT1080 IDH1KD tx	KB-V1 cytotox	KB-3-1 tox	GLP1R inv ag	GLP-1R agonist
CC(C)N(CC#CCC1(O)c2ccccc2-c2ccccc21)C(C)C	-17%	-9%[1.53 µM]	-5%	2%	-5%	u	5%	u	1%
COc1cccc(C(=O)C2CCCN(Cc3ccccn3)C2)c1 (stereo unspecified)	-15%	u	0%	1%	2%	-24%	9%	u	5%
COc1ccc(-n2c(O)c(C=NCCN3CCN(C(C)=O)CC3)c(=O)[nH]c2=S)cc1	-16%	-10%	-9%	-7%	2%	0%	-1%	-14%	7%
CCC1(CC)COP(=O)(OCC(Cl)CCl)OC1 (stereo unspecified)	16%	0%	-6%	-6%	-1%	2%	1%	-1%	-10%
COc1ccc(OC(=O)N(C)C[C@@H]2OCc3ccccc3-c3c(n(C)c4ccccc34)C(=O)N([C@H](C)CO)C[C@@H]2C)cc1	u	-20%	-6%	x	-8%	-3%	u	u	-1%
O=C1NCN(c2ccccc2)C12CCN(C(c1cccs1)c1nnnn1-c1ccc3c(c1)OCCO3)CC2 (stereo unspecified)	0%	-16%	u	x	u	u	-14%	-27%	7%
Cc1ccc(N2C(=O)NC(=O)C3(Cc4ccccc4N4CCCC43)C2=O)cc1 (stereo unspecified)	4%	0%	7%	-1%	4%	7%	4%	0%	4%
COc1ccc(NS(=O)(=O)c2cc(N=Nc3c(O)[nH]c(=O)[nH]c3=O)ccc2Cl)cc1	13%	u	-1%	0%	-16%	29%	u	13%	3%
Cc1ccc2c(Cl)cc(Cl)c(OCC(=O)N(C(C)C)C(C)C)c2n1	11%	29%	-18%	-3%	-11%	u	-9%	u	6%
O=c1cccc2n1CC1CNC[C@H]2C1	-4%	-3%	1%	25%	8%	12%	0%	3%	-2%
Cc1ccccc1NC(=NCCCN1CC1)Nc1ccccc1C	-16%	u	-13%	u	u	-13%	u	u	11%
O=C1/C(=C\c2ccncc2)N2CCC1CC2	-20%	1%	-2%	u	-4%	21%	-33%	6%	-4%
COc1cc(CN2CC(C)OC(C)C2)cc(OC)c1 (stereo unspecified)	-14%	6%	-11%	u	1%	-13%	-7%	0%	0%
CNC(=O)C[C@H]1CC[C@@H]2NC[C@H](O)COC[C@H]2O1	6%	-9%	5%	x	19%	4%	9%	-4%	x
O=C(NC1CC1)c1cn(Cc2ccccc2)nc1-c1ccccc1	-18%	-10%	5%	-49%[inhibitor]	0%	-7%	20%	u	4%
C=C1C(C)C2C(Cc3ccccc3)NC(=O)C23OC(=O)/C=C/C(O)CCCC(C)C/C=C/C3C1O (stereo unspecified)	3%	u	u	9.2µM*	8.2µM*	u	u	-25%	-1%
CC1=NN(c2ccccc2)C(=O)C1/C=C1\C(=O)NC(=O)N(c2ccc(C)c(C)c2)C1=O (stereo unspecified)	7%	-15%	-4%	-2%	-3%	17%	-8%	-11%	-17%
Cc1ccc(-c2nn(Cc3ccccc3)cc2C=O)cc1	-3%	-15%	-9%	13%	-24%	-4%	-5%	u	6%
COc1cc2c(cc1OC)C13CCN4CC5=CCOC(CC(=O)O)C(C5CC41)C3N2 (stereo unspecified)	13%	14%	-1%	0%	-5%	-11%	2%	12%	-2%
CCCCCCCCCCCCCCCC[n+]1ccccc1	-95%&6%[inhibitor]	u	12µM*	5%	10µM*	u	5.8µM*!	3.5µM*	-7%&-4%&-4%
C[C@@H]1CN([C@@H](C)CO)C(=O)CCCn2nncc2CO[C@@H]1CN(C)C(=O)Oc1ccccc1	12%	12%	10%	x	8%	-6%	8%	52%[activator]	-2%
Cc1ccc(N)c([N+](=O)[O-])c1	15%	2%	u	u	11%	12%	0%	12%	7%
Cn1c(C(=O)N2CCC3(CC2)OCCO3)cc2c(=O)n(C)c3ccccc3c21	-5%	-14%	5%[9.24 µM]	1%	-27%	-8%	2%	2%	-4%
Cc1ccc2c(c1)CC1(CN2C)C(=O)NC(=O)N(C(C)C)C1=O (stereo unspecified)	0%	2%	19%	0%	11%	0%	-2%	22%	-6%
CSCCC(c1nnnn1Cc1ccccc1)N1CCC(n2c(=O)[nH]c3ccccc32)CC1 (stereo unspecified)	u	u	u	x	u	10µM*	-11%	u	-5%
COc1ccc(C2C=C(c3ccccc3)Nc3nc(NC(=O)/C=C/c4ccccc4Cl)nn32)cc1 (stereo unspecified)	2%[9.22 µM]	37%[activator]	x	x	x	-4%	u	20%	x
O=c1cccc2n1CC1CC2CN(S(=O)(=O)c2cc(Cl)ccc2Cl)C1 (stereo unspecified)	11%	16%	-1%	-12%	-9%	17%	-2%	21%	8%
CCc1ccc(/C=N/NC(=O)c2cc(-c3cccc([N+](=O)[O-])c3)n[nH]2)cc1	-10%	u	7.3µM*	23µM*	6.5µM*	u	u	u	15%
C/C(=N\NC(=O)c1ccccc1OCCOc1ccccc1)c1ccccc1F	-27%	u	u	-128%[inhibitor]	u	u	-26%	u	14%
O=C(c1c[nH]c2ccc(S(=O)(=O)N3CCOCC3)cc2c1=O)N1CCC2(CC1)OCCO2	-14%[0.397 µM]	8%	22%	-10%	15%	0%	6%	34%[activator]	-2%
O=C(O)c1ccc(NC(=O)N2C[C@H]3C[C@@H](C2)c2cccc(=O)n2C3)cc1	16%	3%	2%	-7%	1%	-26%	0%	12%	-1%
CC1=CC(=O)NP(=O)(Oc2ccc3ccccc3c2)N1 (stereo unspecified)	8%	10%	3%	1%	-1%	u	5%	7%	32%
CCOP(=O)(OCC)c1cccc(O)c1	-11%	-18%	-6%	-23%	6%	3%	1%	3%	3%
O=S1(=O)N(Cc2ccc(F)cc2)CCCN1Cc1ccccc1Cl	-30%	20%	-11%	13%	2%	11%	11%	u	20%
CC1(O)CCC2C3CCC4=CC(=O)CCC4(C)C34OC4CC21C (stereo unspecified)	-9%	6%	19%	-4%	6%	26%	0%	12%	14%
O=C1NC(=O)C2(Cc3cc([N+](=O)[O-])ccc3N3CCN(C(=O)c4ccccc4)CC32)C(=O)N1 (stereo unspecified)	7%	-29%	1%	-7%	-3%	-1%	-8%	14%	0%
C#CC1(OC(=O)c2ccccc2)CC(C)N(C)CC1C (stereo unspecified)	-5%	-2%	-9%	0%	-12%	-5%	0%	u	0%
CCOP(=O)(OCC)c1cccc(OP(=O)(c2cccc([N+](=O)[O-])c2)c2cccc([N+](=O)[O-])c2)c1	-25%	19%	17%	12%	19%	-1%	15%	3%	0%
COc1ccccc1N1CCN(C(CNC(=O)Oc2ccccc2)c2cccnc2)CC1 (stereo unspecified)	-1%	-3%	u	-10%	16%	1%	-2%	-9%	4%
Cc1ccc(-n2c(O)c(C=NCCN3CCOCC3)c(=O)[nH]c2=O)cc1	4%	-14%	u	-1%	9%	u	24%	-22%	-15%
COc1cc(/C=C2/C(=O)NC(=O)N(c3ccccc3)C2=O)ccc1O	7%	4%	1%	-5%	-7%	-4%	2%	1%	12%
CCN(CCNc1ccc([N+](=O)[O-])c2cccnc12)S(=O)(=O)c1ccccc1	-11%	1%	5%	-9%	9%	9%	15%	5%	0%
Cc1ccc(NC(=S)NNC(=S)Nc2ccc(C)cc2C)cc1	-1%[9.22 µM]	u	-30%	26%	-21%	4.6µM*	1µM*	u	15%

In another format: eleven of the compounds above.
Below each SMILES: TDP-43 yeast inh, HEK293 tox, HT1080NT lethal, SW480 rerep, HT1080 IDH1KD tx, KB-V1 cytotox, KB-3-1 tox, GLP1R inv ag, GLP-1R agonist
Cn1c(C(=O)N2CCC3(CC2)OCCO3)cc2c(=O)n(C)c3ccccc3c21
  -5%, -14%, 5%[9.24 µM], 1%, -27%, -8%, 2%, 2%, -4%
Cc1ccc2c(c1)CC1(CN2C)C(=O)NC(=O)N(C(C)C)C1=O (stereo unspecified)
  0%, 2%, 19%, 0%, 11%, 0%, -2%, 22%, -6%
CSCCC(c1nnnn1Cc1ccccc1)N1CCC(n2c(=O)[nH]c3ccccc32)CC1 (stereo unspecified)
  u, u, u, x, u, 10µM*, -11%, u, -5%
COc1ccc(C2C=C(c3ccccc3)Nc3nc(NC(=O)/C=C/c4ccccc4Cl)nn32)cc1 (stereo unspecified)
  2%[9.22 µM], 37%[activator], x, x, x, -4%, u, 20%, x
O=c1cccc2n1CC1CC2CN(S(=O)(=O)c2cc(Cl)ccc2Cl)C1 (stereo unspecified)
  11%, 16%, -1%, -12%, -9%, 17%, -2%, 21%, 8%
CCc1ccc(/C=N/NC(=O)c2cc(-c3cccc([N+](=O)[O-])c3)n[nH]2)cc1
  -10%, u, 7.3µM*, 23µM*, 6.5µM*, u, u, u, 15%
C/C(=N\NC(=O)c1ccccc1OCCOc1ccccc1)c1ccccc1F
  -27%, u, u, -128%[inhibitor], u, u, -26%, u, 14%
O=C(c1c[nH]c2ccc(S(=O)(=O)N3CCOCC3)cc2c1=O)N1CCC2(CC1)OCCO2
  -14%[0.397 µM], 8%, 22%, -10%, 15%, 0%, 6%, 34%[activator], -2%
O=C(O)c1ccc(NC(=O)N2C[C@H]3C[C@@H](C2)c2cccc(=O)n2C3)cc1
  16%, 3%, 2%, -7%, 1%, -26%, 0%, 12%, -1%
CC1=CC(=O)NP(=O)(Oc2ccc3ccccc3c2)N1 (stereo unspecified)
  8%, 10%, 3%, 1%, -1%, u, 5%, 7%, 32%
CCOP(=O)(OCC)c1cccc(O)c1
  -11%, -18%, -6%, -23%, 6%, 3%, 1%, 3%, 3%
